From PubChem
D2 PAM = D2 dopamine receptor (human) potentiation; hit rate 0.34% among 340,000; HEK293 T-REx D2, calcium flux, EC20 dopamine potentiation; AID 485347; potentiation, % at 10 µM;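 active = potentiation over 3 SD above the plate norm, cut at about 30% in these data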; also: 0% is about no effect
Target sequence (P14416 whole entry, looked up): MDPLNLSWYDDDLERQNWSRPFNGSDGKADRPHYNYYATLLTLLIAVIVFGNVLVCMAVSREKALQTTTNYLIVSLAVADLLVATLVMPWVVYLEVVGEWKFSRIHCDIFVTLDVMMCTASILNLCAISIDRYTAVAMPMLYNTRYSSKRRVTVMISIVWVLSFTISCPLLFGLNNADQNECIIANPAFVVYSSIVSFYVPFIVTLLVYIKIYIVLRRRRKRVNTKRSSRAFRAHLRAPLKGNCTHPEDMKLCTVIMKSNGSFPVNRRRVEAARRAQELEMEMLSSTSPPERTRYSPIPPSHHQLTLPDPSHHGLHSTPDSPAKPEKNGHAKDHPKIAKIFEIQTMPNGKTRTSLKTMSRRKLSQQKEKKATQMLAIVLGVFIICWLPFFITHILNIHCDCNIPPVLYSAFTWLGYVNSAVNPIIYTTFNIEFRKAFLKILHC
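Using a no-wash calcium dye in inducible, force-coupled HEK293 Trex cells expressing D2, we tracked fluorescence each second for 180 s after compound, then for 180 s after EC20 dopamine to detect augmented signalling.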
Vif-A3F inh = inhibitors of Vif-A3F interaction. HeLa A3F-eYFP + Vif (tagged APOBEC3F with the HIV-1 protein that degrades it), YFP fluorescence increase. Potency, µM (highest dose often 46.1 µM), without a hit: top-dose activity, negative = active. hit rate 0.2% among 390,000; also: potency is read from the fitted curve at half-maximal effect; % of control where 0% means no effect; nearly all actives have a fitted effect of over 65% in size
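Fluorescence increase (Ex 488/Em 500-530) after overnight compound treatment at 37 deg C flags inhibition of Vif-driven A3F-eYFP loss in stable HeLa A3F-eYFP/Vif cells seeded overnight beforehand.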
Glioma ERSR ind = ER stress response induction in glioma. U87-MG GRP78 promoter luciferase reporter, 16 h. Potency, µM, without a hit: at the top dose activation, hits mostly activators. hit rate 0.02% among 420,000. AID 602332; also: potency is read from the fitted curve at half-maximal effect; series mostly up to about 76 µM; % of control where 0% means no effect; nearly all actives have a fitted effect of over 35% in size
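ERSR induction read as luciferase luminescence (Bright-Glo, 10 min at room temperature) in stably transfected human U87-MG glioma cells exposed to compounds for 16 h, using GRP78 as sensor.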
Vif-A3G inh = Vif-A3G binding inhibition | hit rate 0.076% among 410,000 | Q9HC16 | AID 602310 | Potency, µM (doses to about 46.1 µM), for the others: at the top dose activity, negative = active, usual class: inhibitors | HeLa A3G-eYFP + Vif (tagged APOBEC3G with the HIV-1 protein that degrades it), YFP fluorescence, overnight;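 also: potency is read from the fitted curve at half-maximal effect; % is scaled to controls: 0 for no effect and ±100 for the full control effect; nearly all actives have a fitted effect of over 60% in size; hits raise eYFP signal because A3G escapes Vif-driven loss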
Target sequence (Q9HC16 whole entry, looked up): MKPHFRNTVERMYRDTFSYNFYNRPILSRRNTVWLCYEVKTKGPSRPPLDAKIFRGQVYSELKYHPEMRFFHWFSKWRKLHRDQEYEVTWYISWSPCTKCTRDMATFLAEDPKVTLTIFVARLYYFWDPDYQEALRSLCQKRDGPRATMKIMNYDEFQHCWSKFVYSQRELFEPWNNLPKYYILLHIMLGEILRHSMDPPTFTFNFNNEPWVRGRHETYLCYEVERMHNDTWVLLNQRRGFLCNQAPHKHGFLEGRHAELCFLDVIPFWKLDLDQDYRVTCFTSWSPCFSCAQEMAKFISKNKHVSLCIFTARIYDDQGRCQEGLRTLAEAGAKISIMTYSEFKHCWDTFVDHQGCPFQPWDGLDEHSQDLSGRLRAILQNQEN
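Read-out is eYFP fluorescence (Ex 488/Em 500-530) from Vif-expressing HeLa A3G-eYFP cells; more signal means A3G escaped Vif-mediated degradation. Cells plated overnight, compound pinned in, incubated overnight at 37 deg C.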
RXFP1 ag = RXFP1 (human) receptor agonism. Q9HBX9. HEK293T-RXFP1 cAMP TR-FRET, 30 min; response scale: percent of porcine relaxin response, buffer zero. Potency, µM (highest dose often 57.5 µM), without a hit: at the top dose activation, actives largely listed as activators. hit rate 0.3% among 370,000; also: potency is read from the fitted curve at half-maximal effect; % is scaled to controls: 0 for no effect and ±100 for the full control effect; nearly all actives have a fitted effect of over 60% in size; many of its hits are not listed in these tables
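HEK293 cells stably expressing RXFP1, treated 30 min at 37C with compounds plus PDE4 inhibitor Ro 20174; cAMP measured by HTRF TR-FRET. Normalized to buffer and 29 nM porcine relaxin; EC50 by Hill fit.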
D1 PAM = human D1 dopamine receptor positive modulation; potentiation, % at 10 µM; hit rate 0.036% among 360,000; HEK293 TREx D1 cells, calcium flux, dopamine EC20 potentiation; P21728; in the data active = potentiation above about 30%; also: 0% is about no effect
RXFP1 antagonist = RXFP1 (human) relaxin receptor antagonism; Q9HBX9; hit rate 0.59% among 350,000; HEK293-RXFP1, relaxin-stimulated cAMP HTRF, 30 min; active compounds read low; activity change, negative = inhibition, % at 57.5 µM;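 active = activity change of -60% or lower, but not beyond a set lower limit; inconclusive = change between -60% and -40%, or beyond the set limit; inactive = change above -40%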; also: % is scaled to controls: 0 for no effect and ±100 for the full control effect
D1 ag = activates the human D1 dopamine receptor. HEK293 T-REx D1 cells, calcium flux, agonist mode. P21728. hit rate 1% among 360,000. activation, % at 2 µM; in the data active = activation above about 30%; also: 0% is about no effect
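Tetracycline-induced HEK293 TREx D1 cells, force-coupled to calcium signalling, were dye-loaded with a no-wash calcium kit. Compound was pin-added after a 10 s baseline. Fluorescence was read kinetically at 1 cycle/s for 180 s, with calcium rises flagged as agonism.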
D1 antagonist = blocks dopamine activation of the human D1 receptor | P21728 | HEK293 TREx D1 cells, calcium flux, dopamine EC80; active compounds read low | activity change, negative = inhibition, % at 10 µM | hit rate 3.2% among 360,000 | AID 504652; in the data active = activity change below about -30%; also: % is scaled to controls: 0 for no effect and ±100 for the full control effect
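Antagonism measured as reduced calcium response to an EC80 dopamine addition following 180 s compound pre-read; cells were inducible HEK293 Trex D1 plated overnight at 30 C, read kinetically at 1 cycle/sec.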
Numbers without * were called inactive; u = inconclusive; x = no result given; & = joins results of further samples. Unless noted, calls follow the shape of the dose curve; as a rule, active = well fitted curve in the direction sought with a large enough effect; inconclusive = small, poorly fitted or top-dose-only effect, or another doubt; inactive = no such curve, though single readings can be large; an effect the other way counts as inactive or inconclusive.

SMILES	D2 PAM	Vif-A3F inh	Glioma ERSR ind	Vif-A3G inh	RXFP1 ag	D1 PAM	RXFP1 antagonist	D1 ag	D1 antagonist
CC(NC(=O)c1ccccc1NC(=O)CN1CCc2ccccc2C1)c1ccccc1 (configuration not stated)	4.7	-5.2%	1.2%	-7.3%	-0.3%	10.1	5.1	11.5	29.6
Cc1cccc(C)c1NC(=O)CSc1nnc(C)c(=O)[nH]1	-4.2	-12.0%	-2.9%	2.1%	-1.3%	-6.2	-5.8	-2.1	-2.8
O=C(O)c1ccc(/C=N/N2CCN(c3ccccc3)CC2)cc1	5.8	-0.7%	-3.4%	1.0%	-0.5%	5.8	3.5	0.6	-9.3
COc1cccc(NC(=O)c2ccn(C)n2)c1	-4.8	x	-6.1%	0.0%	-1.7%	3.1	-7.1	-0.6	55.1
NNC(=O)CN1CCCc2ccccc21	8.2	-26.3%	-1.0%	-9.0%	0.7%	1.9	4.8	2.5	9.3
CCC(=O)C1CCCN(C(=O)CCc2nnc(-c3ccc(C(C)=O)s3)o2)C1 (configuration not stated)	0.6	2.5%	-0.2%	1.2%	3.9%	-5.5	-2.7	2.8	5.2
O=C(c1cc(-c2cccc(O)c2)on1)N1CCCCCC1	4.9	-17.4%	-1.5%	-0.5%	4.3%	-4.0	-7.0	0.4	-13.2
CC1(C)CC(N=C2C([N+](=O)[O-])=CC=C3C2=NC2(CCCCC2)N3O)CC(C)(C)N1	10.8	-7.7%	-5.8%	-0.2%	-9.9%	2.0	-17.3	-0.7	-2.4
COc1cc(NC(=O)CSc2nc(C)cc(C)n2)cc(OC)c1OC	11.1	5.4%	-5.2%	0.2%	0.9%	-0.7	-6.5	1.2	-2.2
CC#CCOCC1CNC(=O)O1 (configuration not stated)	x	1.1%	-4.2%	-0.3%	x	x	-8.1	x	x
O=C1CC(c2ccc(F)cc2)Cc2nc(N3CCc4ccccc43)ncc21 (configuration not stated)	3.2	x	x	x	u	-2.2	x	2.2	4.0
O=[N+]([O-])c1ccc(N2CCCCC2)nc1N1CCCCC1	14.4	-12.9%	-2.3%	-4.5%	-1.0%	-0.6	-16.1	1.0	-0.6
CN(C)S(=O)(=O)N1CCN(S(=O)(=O)N(C)C)CC1	-2.7	-0.5%	-2.9%	1.5%	0.2%	-1.6	0.1	2.5	-12.6
CCOc1ccc(C(=O)NCC(=O)OCC(=O)Nc2ccccc2OC)cc1	-15.5	x	1.9%	0.3%	-1.0%	-0.7	5.6	1.2	x
OC1CN=C2C=CC=CN2C1 (configuration not stated)	-12.1	-7.2%	-4.2%	-1.8%	1.8%	-4.6	-13.0	0.2	2.1
Cc1ccc(/C=N/NC(=O)c2ccccn2)o1	1.6	0.2%	-0.5%	0.1%	0.1%	-5.0	-1.2	1.1	-2.7
C[C@H]1CN([C@@H](C)CO)C(=O)c2cc(C#Cc3ccccn3)cnc2O[C@@H]1CN(C)Cc1ccccc1	x	7.9%	3.3%	-4.9%	x	x	11.7	x	x
COc1ccc(Br)cc1CN1CCCC(C(=O)N2CCCCCC2)C1 (configuration not stated)	-5.8	-1.2%	-5.5%	-0.4%	1.0%	-6.0	-2.5	4.5	-33.7*
O=c1ccc2c(-c3ccccc3S(=O)(=O)O)c3ccc(O)c(O)c3oc-2c1O	10.2	-7.4%	-10.8%	0.0%	-6.8%	-2.2	u	1.3	-5.8
Cc1ccc(S(=O)(=O)Nc2nc(C)c(C(=O)NN)s2)cc1	13.4	-0.7%	1.5%	-1.7%	-0.2%	7.8	-4.9	-0.2	-6.1
O=C(N/N=C/C=C/c1ccc2c(c1)OCO2)C(O)c1ccccc1 (configuration not stated)	0.5	13.9%	-2.9%	0.0%	6.0%	-0.9	-10.3	0.6	9.2
Cc1ccc(C(C)NC(=S)NC2CCCCC2)c(C)c1 (configuration not stated)	-0.3	0.2%	-5.2%	-1.0%	-0.3%	-1.0	-7.6	15.5	7.9
Clc1ccc2nc(N3CCNCC3)nc(-c3ccccc3)c2c1	0.3	9.5%	-13.2%	-12.6%	3.9%	-4.2	u	19.8	34.4
O=C(NCCc1csc(-c2ccccc2)n1)c1ccco1	7.5	1.0%	u	4.9%	-2.2%	-7.9	12.8	0.1	-30.4*
O=C(OCc1nnc(-c2ccccc2)o1)c1cc(S(=O)(=O)N2CCOCC2)c(Cl)cc1Cl	-3.1	2.5%	-2.3%	3.9%	3.1%	-3.5	8.5	3.2	-34.2*

Following part:
SMILES	D2 PAM	Vif-A3F inh	Glioma ERSR ind	Vif-A3G inh	RXFP1 ag	D1 PAM	RXFP1 antagonist	D1 ag	D1 antagonist
O=C(O)/C(=C\c1ccc(Cl)cc1)c1ccc(S(=O)(=O)N2CCCC2)s1	-4.5	1.1%	3.4%	-9.3%	0.1%	2.8	-9.1	-0.1	-29.4
CC(=O)NC1=NN(C(C)=O)C(C)(CCS(=O)(=O)c2ccc(Br)cc2)S1 (configuration not stated)	-3.6	2.9%	-2.1%	-1.9%	0.2%	-5.5	-2.5	1.7	-9.4
O=C1CC(C(=O)Nc2ccc(Cl)c(Cl)c2)S/C(=N\N=C\c2ccco2)N1 (configuration not stated)	3.4	6.2%	-4.0%	-1.4%	-3.7%	-5.5	-20.2	6.1	-11.0
CCC(Br)C(=O)Nc1ccc(OC)cc1 (configuration not stated)	3.1	-5.1%	-1.5%	-3.5%	-2.3%	-1.7	-1.8	3.2	2.3
CCOc1ccc(C(F)(F)F)cc1NC(C)=O	-6.4	0.1%	-1.0%	-1.7%	0.7%	-5.2	-11.4	0.7	0.6
COc1cc(NC(=O)CC(C)n2nc(C)cc2C)cc(OC)c1 (configuration not stated)	11.6	-9.2%	2.8%	4.7%	-0.4%	-3.2	-3.0	5.3	8.7
COCCOC(=O)C1=C(N)OC2=C(C(=O)CC(C)(C)C2)C1c1ccncc1 (configuration not stated)	1.8	-2.8%	-0.5%	-4.3%	-0.3%	-3.8	4.3	1.6	4.3
C[C@]12CCC(=O)C=C1CC[C@@H]1[C@@H]2C(=O)C[C@@]2(C)[C@H]1CC[C@]2(O)C(=O)CO	-1.2	3.8%	-5.0%&2.3%&-4.6%	-1.5%	1.1%	5.5	-7.6	1.5	-9.7
Cc1ccc(NC(=O)C(=O)C2C(=O)Nc3ccccc32)cc1 (configuration not stated)	-3.6	10.7%	1.5%	2.9%	0.1%	-3.8	-17.9	0.6	14.4
O=C(CCN1CCCCO1)N1CCCC(Nc2ccc(F)cc2)C1 (configuration not stated)	9.3	1.8%	-4.5%	-5.0%	1.0%	-1.8	-9.2	9.1	-6.1
COc1ccccc1CNC(=O)c1cnn2c(C(F)F)cc(C)nc12	-9.4	2.1%	-3.1%	1.5%	4.2%	-5.0	11.8	1.5	-12.0
Cc1ccc(S(=O)(=O)c2cnc(-c3ccccc3)nc2Oc2ccccc2)cc1	10.5	x	x	x	0.7%	-0.8	x	2.5	6.9
CN1c2cccc3cccc(c23)N(C)C1(C)C	x	-2.0%	-4.4%	0.7%	-0.9%	x	2.7	x	x
COc1ccc(-c2nc(CS(=O)CC(=O)NCc3ccccc3OC)c(C)o2)cc1 (configuration not stated)	2.3	-7.3%	-1.7%	0.0%	1.0%	-1.8	-14.2	0.2	-1.9
Cc1nc(C)c(-c2ccc(SCC(=O)Nc3ccc(Cl)c(Cl)c3)nn2)s1	9.7	-7.6%	-7.3%	-3.2%	u	-5.7	-37.4	6.4	-13.0
O=C(O)/C=C/c1cccc(NC(=O)c2ccccc2)c1	0.0	7.4%	-3.0%	1.7%	0.8%	-2.5	-7.5	2.6	-18.4
CC(C)c1ccc(CNCCSc2nnnn2C)cc1	-8.5	-7.8%	-2.2%	0.5%	-0.1%	-2.9	x	5.4	-3.5
Cc1ccc(CNC(=O)C(=O)NCC2OCCN2C(=O)c2ccc(Cl)cc2)cc1 (configuration not stated)	-2.7	4.5%	-3.2%	0.5%	0.2%	-0.5	4.0	-2.5	9.1
CCCCn1c(N)c(N(CC(C)C)C(=O)c2ccc(S(=O)(=O)N(CC)c3ccccc3)cc2)c(=O)[nH]c1=O	6.8	2.2%	1.8%	-4.3%	-0.3%	12.8	1.0	0.0	-1.7
CSc1ccc(CCNC(=O)c2ccc(-n3c(C)cc4c3CCCC4)cc2)cc1	-4.7	u	-0.6%	u	5.1%	-2.9	-3.0	13.1	0.3
CCOC(=O)c1ccc(CNS(=O)(=O)c2c(C)ccc3nsnc23)o1	-4.0	-7.8%	0.8%	-1.4%	0.0%	-1.1	-6.8	1.9	3.3
COc1ccc(C(=O)CC(=O)c2ccc(OC)cc2)cc1	19.0	-5.3%	1.3%	0.7%	-0.1%	-5.2	-12.2	1.1	-27.7
COc1ccccc1N1CCN(C2CC(=O)N(c3ccc(F)cc3)C2=O)CC1 (configuration not stated)	x	-3.1%	-2.0%	0.6%	-0.2%	-0.8	1.4	-1.4	16.0
C=CCOC(=O)CN1C(=O)c2ccccc2C1=O	-2.4	-1.0%	-4.3%	0.2%	-0.1%	6.2	-3.6	2.6	8.4
CC(Sc1nncs1)C(=O)NC1CCCCC1C (configuration not stated)	9.5	0.7%	-4.7%	2.0%	0.2%	3.8	8.8	1.1	-5.1

(next part)
SMILES	D2 PAM	Vif-A3F inh	Glioma ERSR ind	Vif-A3G inh	RXFP1 ag	D1 PAM	RXFP1 antagonist	D1 ag	D1 antagonist
CC(C)CC(=O)NN(C)c1nc(-c2ccccc2)nnc1C(F)(F)F	0.7	-6.1%	-6.4%	-0.8%	0.6%	-5.2	9.7	1.1	0.5
COc1cccc(-n2nnc3c(=O)n(Cc4ccccc4Cl)cnc32)c1	1.8	-6.7%	0.7%	0.0%	2.6%	6.8	-11.0	3.1	2.5
COC(=O)/C(=C\Nc1cccc(Cl)c1C)c1ncc(C(F)(F)F)cc1Cl	x	2.1%	-3.1%	0.3%	-0.4%	-0.4	-4.1	0.6	-5.7
COc1ccc(NC(=O)CCNS(=O)(=O)c2cccc3nsnc23)c(OC)c1	11.7	9.2%	0.0%	0.7%	3.2%	1.4	2.0	0.5	-3.1
CC(=O)NNC1=Nc2ccccc2N(C)C(C)C1 (configuration not stated)	-2.8	0.8%	0.6%	1.9%	3.1%	-1.4	-1.9	0.9	3.3
CC(C)CC(=O)Nc1ncnc2c1C(=O)CC(C)(C)C2	-11.2	3.9%	4.9%	1.2%	-0.8%	3.8	-8.3	-0.1	18.7

The list is partial; rates above refer to the full screens.
